12-hLO inh: 12-hLO (ALOX12) enzyme inhibition. purified 12-hLO, xylenol orange hydroperoxide absorbance. Potency, µM (highest dose often 57.1 µM), for inactives: at the highest dose activity change, negative = inhibition, most hits filed as inhibitors. P18054. 150,000 compounds, 0.12% hits; also: potency is read from the fitted curve at half-maximal effect; nearly all actives have a fitted effect of over 55% in size; many of its hits are not listed in these tables
Target sequence (P18054 whole entry, looked up): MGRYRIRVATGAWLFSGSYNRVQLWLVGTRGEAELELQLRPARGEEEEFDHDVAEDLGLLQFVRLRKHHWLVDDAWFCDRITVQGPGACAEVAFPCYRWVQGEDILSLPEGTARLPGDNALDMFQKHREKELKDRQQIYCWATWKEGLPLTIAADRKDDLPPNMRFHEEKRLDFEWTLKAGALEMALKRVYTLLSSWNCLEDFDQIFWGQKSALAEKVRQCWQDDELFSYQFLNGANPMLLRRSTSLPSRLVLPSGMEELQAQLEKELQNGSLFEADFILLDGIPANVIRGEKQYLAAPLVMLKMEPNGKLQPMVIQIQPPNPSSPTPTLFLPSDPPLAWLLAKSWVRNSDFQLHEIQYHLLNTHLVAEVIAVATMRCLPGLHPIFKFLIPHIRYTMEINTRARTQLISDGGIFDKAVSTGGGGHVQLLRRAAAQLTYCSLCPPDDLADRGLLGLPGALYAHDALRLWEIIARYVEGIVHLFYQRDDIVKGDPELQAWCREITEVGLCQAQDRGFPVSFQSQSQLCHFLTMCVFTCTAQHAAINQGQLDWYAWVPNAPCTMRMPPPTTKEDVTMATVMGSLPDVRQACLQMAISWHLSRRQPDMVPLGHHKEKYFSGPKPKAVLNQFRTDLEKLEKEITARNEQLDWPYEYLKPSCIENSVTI
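Purified human 12hLO (150 nM), preincubated 15 min with compound, then 40 uM arachidonic acid for 30 min, room temperature, Hepes pH 7.0 with 0.01% Triton X-100. Hydroperoxide detected by ferrous iron/xylenol orange; 573/405 nm absorbance ratio gives reaction progress.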
IMPase cell inh: cell-permeable inhibitors of inositol monophosphatase (IMPase); inhibition (IP1 accumulation), % at 46.1 µM; 120,000 tested, under 10 active; P97697; CHO-M1 cells, IP1 accumulation, HTRF TR-FRET ratio; active = well fitted curve in the direction sought with a large enough effect in the signal ratio, not every such curve was filed as active; inconclusive = small, poorly fitted or top-dose-only effect, or a change in a side signal; inactive = no such curve, though single readings can be large or run the other way; the % refers to the signal ratio;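 also: cells stimulated with carbachol in lithium chloride buffer; plate controls were DMSO basal wells for no effect and reference inhibitor wells for full effect; higher means more IMPase inhibition seen as more IP1 and lower FRET ratio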
Target sequence (P97697 whole entry, looked up): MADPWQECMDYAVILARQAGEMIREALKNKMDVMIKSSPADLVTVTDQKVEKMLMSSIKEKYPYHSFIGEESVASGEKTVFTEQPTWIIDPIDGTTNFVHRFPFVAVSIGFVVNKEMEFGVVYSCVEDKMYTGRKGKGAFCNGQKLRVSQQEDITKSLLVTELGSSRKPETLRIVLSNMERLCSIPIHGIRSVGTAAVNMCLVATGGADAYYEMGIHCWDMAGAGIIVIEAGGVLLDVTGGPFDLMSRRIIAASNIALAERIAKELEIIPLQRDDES
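CHO-M1 cells (CHO stably expressing M1 receptor), compound up to 46 uM final, stimulated with carbachol (50 uM as added) in buffer with 50mM LiCl, pH 7.4, 30 min at 37C. Cytosolic IP1 read by TR-FRET; AC50 from Hill fits.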
15-hLO-2 inh: inhibitors of human 15-lipoxygenase 2 (ALOX15B) | 110,000 compounds, 0.56% hits | O15296 | Potency, µM (top dose mostly 57.1 µM), inactives show at the top dose activity change, negative = inhibition, hits mostly inhibitors | purified 15hLO-2, xylenol orange hydroperoxide absorbance | AID 881; also: potency is read from the fitted curve at half-maximal effect; nearly all actives have a fitted effect of over 60% in size; many of its hits are not listed in these tables
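Purified human 15hLO-2 (50 nM) preincubated 15 min with compound, then 45 uM arachidonic acid for 90 min at RT in 25 mM Hepes pH 7.5, 0.01% Triton X-100. Hydroperoxide detected by Fe-xylenol orange; 573/405 nm absorbance ratio.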
PNC inhibitor: inhibitors of perinucleolar compartment assembly; 140,000 compounds, 3.1% hits; activity change (PNC), negative = inhibition, % at 10 µM; AID 2417; PC3M PTB-GFP, PNC prevalence imaging, 16 h; hits give low values;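 active = readout at or below -70, meaning at least 70% loss of cells showing the perinucleolar compartment, a nuclear body marking cancer cells; inconclusive = readout between -30 and a set limit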;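 also: plate controls were DMSO wells for no effect and camptothecin positive control wells for full effect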
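Read-out is percentage of cells bearing a perinucleolar compartment, from automated 20x imaging of fixed, Hoechst-stained PC3M PTB-GFP cells. Cells were seeded 4 h, then exposed 16 h to compound (23 nl of library stock) in duplicate plates.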
* hit, by the source's call; u = inconclusive; x = no result given; [ ] = another dose, or the depositor's remark. Unless noted, calls follow the shape of the dose curve; as a rule, active = well fitted curve in the direction sought with a large enough effect; inconclusive = small, poorly fitted or top-dose-only effect, or another doubt; inactive = no such curve, though single readings can be large; an effect the other way counts as inactive or inconclusive. Unless noted, % is scaled to controls: 0 for no effect and ±100 for the full control effect. A portion of the library (hit frequency here may not be typical).

Values run as follows: 12-hLO inh, IMPase cell inh, 15-hLO-2 inh, PNC inhibitor
1: OC1CCCN(Cc2ccc3ccc4cccc5ccc2c3c45)C1 (stereo not given)
    8%, -10, 70%[activator], 4
2: COC(=O)c1sc2ccccc2c1-n1cccc1C(=O)C(=O)Nc1ccc(Cl)cc1
    -4%, 1, -12%, 52
3: C=CCNC(=O)NC(=O)COC(=O)c1ccccc1Sc1ccc(C(F)(F)F)cc1[N+](=O)[O-]
    3%, x, x, -19
4: O=C(c1ccccc1)c1ccc(OCCCN2CCCC2)cc1
    2%, x, x, 9
5: O=C(c1ccc2nc(N3CCCCC3)sc2c1)N1CCN(Cc2ccc3c(c2)OCO3)CC1
    3%, 7, 5%, -15
6: CCCC(=O)Nc1c(-c2cccs2)c(=O)c2ccccc2n1CC
    3%, 2, -2%, 50
7: COc1ccc(C(=O)NCc2cn3cccc(C)c3n2)cc1OC
    -3%, -4, 2%, 56
8: CCC(C)NS(=O)(=O)c1ccc(OCC(=O)NCc2ccc3c(c2)OCO3)cc1 (stereo not given)
    -5%, -6, -8%, 11
9: C=CCN(C(=O)Cn1c(C(=O)OC)cc2oc(C)cc21)c1ccccc1
    -6%, 0, -14%, -13
10: O=C(O)CC(Cn1cnnn1)c1ccccc1 (stereo not given)
    7%, 0, -2%, u
11: CCCOc1ccc(NC(=O)CC2C(=O)N(CC)C(=S)N2CCNC(C)=O)cc1 (stereo not given)
    -1%, x, x, -113*
12: O=C(c1ccccc1)c1cc[n+]([O-])cc1
    2%, 1, x, u
13: Cc1ccc(-n2c(SCC(=O)NC3CCCCC3)nc3c(c2=O)SCC3)cc1
    4%, 0, -3%, 21
14: COC(=O)c1sc2nc(N3CCCCC3)c3c(c2c1N)CCCC3
    2%, -3, 12%, 25
15: CCc1c(C)sc(NC(=O)c2cc(C)on2)c1C#N
    -1%, 10, x, 34
16: CCOc1ccc(S(=O)(=O)Nc2cc(C)ccn2)c2ccccc12
    -6%, -2, -5%, 26
17: O=C(/C=C/N1CCOCC1)c1coc2ccccc12
    -17%, 4, 1%, u
18: Cc1ccccc1OCCOc1cccc(/C=N/NC(=O)Cc2nnc(N)s2)c1
    -3%, 8, 3%, -19
19: CC(C)COC(=O)Cc1c(O)c2ccccc2[nH]c1=O
    2%, 1, 4%, -1
20: Cc1ccc(CNS(=O)(=O)c2ccc3c(c2)OCCO3)cc1
    -2%, x, x, -101*
21: Cc1ccc(NC(=O)c2ccco2)cc1NC(=O)CSc1nnc(-c2cccs2)n1C
    -4%, -6, 4%, 7
22: CC(C)(C)c1ccc(OCC(O)CN(CCO)CC(O)Cn2ccc3ccccc32)cc1 (stereo not given)
    -5%, -3, x, -27
23: O=C(COc1ccccc1)Nn1c(-c2ccccc2)nc2ccccc2c1=O
    0%, x, x, 37
24: COc1ccc(C2CC(c3ccccc3)=NN2C(=O)COC(=O)c2cc(S(=O)(=O)N3CCOCC3)ccc2F)cc1 (stereo not given)
    -3%, x, x, 35
25: c1ccc(-c2cc3c(-n4cccc4)ncnc3o2)cc1
    -4%, 2, -2%, 5
26: Cn1c(SCC(=O)N2CCOCC2)nnc1-c1cccc(NC(=O)c2ccccc2)c1
    -6%, -3, -6%, -4
27: CCNC(=S)N(Cc1ccco1)Cc1cc2cc3c(cc2[nH]c1=O)OCCO3
    0%, x, x, 41
28: O=C(Nc1nccs1)c1ccc2c(=O)n3c(nc2c1)CCCCC3
    4%, -5, x, u
29: CCc1nnc(NC(=O)CSc2nnc(Cc3ccc(OC)cc3)o2)s1
    2%, u, 1%, 13
30: CC(C)(C)C(=O)Nc1cccc(-c2nc3ccccc3c(=O)o2)c1
    -1%, -1, -13%, 0

Further structures:
Values run as follows: 12-hLO inh, IMPase cell inh, 15-hLO-2 inh, PNC inhibitor
31: Cc1ccc(C(=O)N/C(=C/c2ccco2)C(=O)OCN2C(=O)c3ccccc3C2=O)cc1
    -5%, x, x, -14
32: CCn1c(SCC(=O)N/N=C/c2ccc(C)s2)nc2ccccc21
    0%, x, x, 4
33: NNc1nc(NCc2ccccc2)nc(N2CCOCC2)n1
    4%, u, x, -20
34: Clc1cc(Br)ccc1OCCCn1ccnc1
    -1%, x, x, -7
35: CN1CCN(C(=O)/C(=C\c2ccccc2)c2ccccc2)CC1
    4%, 18, -1%, 8
36: Cc1ccc(Cn2cc(S(=O)(=O)c3ccc(C(C)C)cc3)c(=O)c3cc4c(cc32)OCO4)cc1
    -1%, -8, x, -30
37: Cc1ccc(-c2nc3ccccc3s2)cc1NC(=S)NC(=O)c1ccccc1
    -2%, 2, u, 23
38: CCCNNC(=O)C(O)(c1ccccc1)c1ccccc1
    1%, -2, x, 16
39: CCN(CC)S(=O)(=O)c1ccc(C(=O)NNc2nc(-c3ccccc3)c3cc(Br)ccc3n2)cc1
    0%, x, x, 24
40: CCN(CC)S(=O)(=O)c1ccc(C(=O)N2CCN=C2SC)cc1
    -1%, 1, x, 10
41: O=C(Nc1ccccc1Cl)N1CCN(c2ccc3nnc(-c4ccc(F)cc4)n3n2)CC1
    -7%, 5, 1%, 14
42: C/C(=N\Nc1nnc2c3ccccc3n(C)c2n1)c1ccc(C)o1
    2%, x, x, -1
43: CCCn1c(-c2ccc(F)cc2)nc2c(NCC(C)(C)CN(C)C)nc(C)nc21
    3%, x, 48%[activator], x
44: CC(NC(=O)c1cccs1)c1ccc2c(c1)OCO2 (stereo not given)
    2%, 4, -2%, u
45: COc1ccc(C2/C(=C(\O)c3ccc4c(c3)OCCO4)C(=O)C(=O)N2Cc2ccco2)c(OC)c1 (stereo not given)
    -4%, u, x, 179
46: CC(C)C(NC(=O)CNC(=O)OC(C)(C)C)C(=O)NCc1ccccc1 (stereo not given)
    1%, 8, 3%, -6
47: Cc1csc(NC(=O)C2CCCN(S(=O)(=O)c3cnc[nH]3)C2)n1 (stereo not given)
    8%, 0, 1%, -19
48: CCCCN(C(=O)CSc1nnc(-c2ccc(OC)cc2)n1CC)c1c(N)n(Cc2ccccc2)c(=O)[nH]c1=O
    -2%, x, x, 36
49: CCOc1ccc(Cn2ccnc2)cc1[N+](=O)[O-]
    -1%, x, x, 61
50: O=c1c2ccccc2c(C=Nc2ccc(Cl)cn2)c(O)n1-c1cc(Cl)ccc1N1CCOCC1
    0%, -1, -11%, u
51: COC(=O)C1=C(C)Nc2ncnn2C1c1cccnc1 (stereo not given)
    11%, 5, 8%, 30
52: CCC(=O)Nc1cc(C(=O)NCC2CCCN2CC)c(OC)cc1N(C)C (stereo not given)
    -1%, 0, 2%, -12
53: Cc1ccc(N2C(=O)c3ccccc3C2C(=O)c2cc(C)ccc2O)cc1 (stereo not given)
    1%, x, x, -12
54: COc1ccc(NC(=O)OCC(C)C)cc1OC
    -3%, 5, 7%, u
55: O=C(COc1ccc(Cl)cc1Cl)NCCSc1ccc(Cl)cc1
    -17%, 0, -1%, u
56: Cc1ccc(C2(C)NC(=O)N(CC(=O)Nc3cc(C)on3)C2=O)cc1 (stereo not given)
    4%, -25, -7%, -18
57: COc1cc(C2NC(=O)NC(C)=C2C(=O)OC(C)(C)C)ccc1OCC(N)=O (stereo not given)
    2%, 13, 0%, -3
58: COc1ccc(C(=O)NNC(=O)c2cnccn2)cc1[N+](=O)[O-]
    -1%, -8, -2%, u
59: COc1ccccc1N=Nc1[nH]c2ccc(C)cc2c1O
    -2%, x, x, -15
60: CCC(=O)Nc1nc(N)n(-c2ccccc2)n1
    0%, -2, 2%, u

One compound at a time (already shown). Values in the order: 12-hLO inh, IMPase cell inh, 15-hLO-2 inh, PNC inhibitor
Entry for CCC(=O)Nc1nc(N)n(-c2ccccc2)n1 → 0%, -2, 2%, u
Entry for Clc1cc(Br)ccc1OCCCn1ccnc1 → -1%, x, x, -7

Next structures follow.
Values run as follows: 12-hLO inh, IMPase cell inh, 15-hLO-2 inh, PNC inhibitor
61: C#CCCCCCCCCCCCC(=O)CC(O)COC(C)=O (stereo not given)
    3%, x, 1%, x
62: CCOc1ccc(C2C(C#N)=C(N)Oc3cc(C)n(Cc4ccco4)c(=O)c32)cc1OC (stereo not given)
    -8%, u, -8%, 24
63: COc1ccc(/C=N/Nc2nc(NCc3ccco3)nc(Nc3ccc(OC)cc3)n2)cc1
    -7%, x, x, 14
64: O=C(CSc1nnc(C2CC2)n1-c1ccccc1)Nc1ccc(N2CCOCC2)cc1
    6%, 3, -6%, u
65: COC(=O)c1ccc(/C=N/NC(=O)CC(=O)NCC(C)C)cc1
    -5%, 1[1.84 µM], 3%[11.4 µM], u
66: Nc1ccc(O)cc1C(=O)OCC(=O)C12CC3CC(CC(C3)C1)C2
    u, 4, 5µM*, u
67: Cc1cc(C)c2cc3c(ccn3C3OC[C@H](O)[C@H](O)[C@H]3O)cc2n1 (stereo not given in full)
    1%, -12, 7%[2.29 µM], 2
68: CC(=O)NS(=O)(=O)c1cccnc1Nc1cccc(Cl)c1C
    1%, x, x, 49
69: CCN1CCCC1CNC(=O)c1ccccc1Cl (stereo not given)
    1%, 1, x, 12
70: COc1cccc(CNc2ccc3c(c2)CCC3)c1
    0%, -1, -19%, 10
71: c1nnc(NC2=NCCCCC2)s1
    1%, 23, 2%, -19
72: Cc1nn(C)cc1CN(C)C(=O)c1cc2nc(-c3ccco3)cc(C(F)(F)F)n2n1
    -4%, -3, -19%, -18
73: Cc1ccc(F)cc1NC(=O)C1CCN(c2cnccn2)CC1
    -7%, 2, -8%, 1
74: Cc1ccc(-n2nnnc2SCn2nnc3ccccc3c2=O)c(C)c1
    -17%, 23, -6%, -19
75: COC(=O)CCCCCNc1ccc(C(=O)OC)cc1N
    -1%, 11, -12%, 23
76: CCOc1ccc(-c2cc(N3C(=O)Nc4ccccc4N3O)on2)cc1
    3%, 4, -4%, u
77: Cc1ccc(Cl)cc1N1CCN(C(=O)c2cc3c(=O)n(C)c4ccccc4c3n2C)CC1
    -8%, -19, 4%, u
78: O=C(NCCN1CCOCC1)c1ccc([N+](=O)[O-])cc1[N+](=O)[O-]
    2%, -5, -4%, 6
79: CC(=O)Oc1ccc(-c2ccc(C(=O)O)cc2)cc1
    0%, 4, 3%, 14
80: COc1cccc(Nc2cc(C)nc3ccccc23)c1
    10%, 17, x, -16
81: COCCCNCCOc1cc(C(C)C)ccc1C
    -1%, -4[1.84 µM], 12%[11.4 µM], -20
82: COc1ccccc1N1CCN(S(=O)(=O)c2ccc(-n3cnnn3)c(C)c2)CC1
    1%, x, x, -7
83: Cc1ccccc1NC(=O)Cn1c(O)c(N=NC(=O)c2ccccc2O)c2ccccc21
    2%, x, x, 14
84: Cc1ccc(C(C)C)c(OCC(O)CN2CCN(CCO)CC2)c1 (stereo not given)
    6%, -2[0.369 µM], x, -28
85: CCCS/C(N)=N/N=C/c1cc(C)ccc1O
    -19%, 9, 6%, -4
86: Cc1ccc(S(=O)(=O)/N=C(\CN2CCCCC2)N2CCOCC2)cc1
    -3%, 6, -9%, -1
87: Clc1c(CSc2nc3ccccc3o2)nc2ccccn12
    -6%, 1, 6%, u
88: CCC1=C(OC(=O)N(CC)CC)N2C(=O)OC(=NCC(=O)OC)[C@]2(C)[C@H]2C1=CC[C@H]1C(=O)N(CC)C(=O)[C@H]12
    2%, x, 0%, x
89: CCOC(=O)c1oc2cc(C)cc(O)c2c(=O)c1-c1csc(C)n1
    1%, 4, 1%, -25
90: O=c1c2ccccc2oc2ncccc12
    -7%, -2, 6%, u
